High-throughput results (PubChem)
PPARg SRC3 recr – PPARgamma-driven SRC-3 recruitment agonism | P37231 | biochemical PPARgamma/SRC-3 coactivator recruitment assay | activation, % at 8 µM | actives 0.26% (n = 200,000) | AID 731; in the data active = activation above about 23%;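 note: 0% = DMSO and 100% = reference agonist; some compounds past the cut are filed as inactive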
Target sequence (P37231 whole entry, looked up): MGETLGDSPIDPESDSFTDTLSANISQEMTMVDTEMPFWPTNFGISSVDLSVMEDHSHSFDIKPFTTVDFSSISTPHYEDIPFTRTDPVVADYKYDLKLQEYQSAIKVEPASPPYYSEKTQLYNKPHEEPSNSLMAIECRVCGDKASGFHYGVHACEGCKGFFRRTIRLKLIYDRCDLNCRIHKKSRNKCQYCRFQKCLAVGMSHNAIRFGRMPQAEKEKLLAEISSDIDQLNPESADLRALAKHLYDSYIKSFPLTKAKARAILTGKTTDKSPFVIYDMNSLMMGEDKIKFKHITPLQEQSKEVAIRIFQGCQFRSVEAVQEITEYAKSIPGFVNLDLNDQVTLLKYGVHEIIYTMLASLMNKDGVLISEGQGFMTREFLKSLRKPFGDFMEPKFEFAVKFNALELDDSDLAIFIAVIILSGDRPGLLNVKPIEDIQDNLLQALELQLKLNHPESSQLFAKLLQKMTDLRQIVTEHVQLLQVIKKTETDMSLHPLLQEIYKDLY
TNAP act hi DEA – TNAP (human) activation, high acceptor; P05186; purified TNAP, CDP-star luminescence, 1 M DEA, 30 min; active compounds read high; 0 = EDTA background, 1 = DMSO-only activity; 200,000 tested, under 10 active; activation factor at 20 µM;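 active = activation factor at least 2 at 20 µM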
Target sequence (P05186 whole entry, looked up): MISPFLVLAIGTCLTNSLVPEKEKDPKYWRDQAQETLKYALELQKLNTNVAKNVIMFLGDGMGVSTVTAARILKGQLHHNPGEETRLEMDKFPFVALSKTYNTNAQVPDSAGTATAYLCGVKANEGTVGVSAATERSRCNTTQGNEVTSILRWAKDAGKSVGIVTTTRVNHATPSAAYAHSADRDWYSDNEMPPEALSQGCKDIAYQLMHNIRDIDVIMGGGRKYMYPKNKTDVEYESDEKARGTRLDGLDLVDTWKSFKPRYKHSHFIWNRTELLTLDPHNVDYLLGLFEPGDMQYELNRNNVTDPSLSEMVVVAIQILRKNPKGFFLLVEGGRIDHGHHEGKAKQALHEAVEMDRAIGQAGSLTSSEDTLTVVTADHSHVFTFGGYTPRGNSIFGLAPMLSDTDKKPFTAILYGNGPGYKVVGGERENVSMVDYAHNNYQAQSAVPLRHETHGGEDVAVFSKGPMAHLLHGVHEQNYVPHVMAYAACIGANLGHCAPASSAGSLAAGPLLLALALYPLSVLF
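Dosing: 20 µM single point. System: human TNAP. Amount: TNAP 1/800 final. Incubation: 30 min, room temperature. Read-out: TNAP activation factor scaled between EDTA and DMSO control wells. Signal: luminescence from CDP-star hydrolysis. Medium: 1 M DEA, pH 9.8, Mg2+, Zn2+. Control set: EDTA negative control, DMSO positive control.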
PPARg SRC2 recr – promotes SRC-2 coactivator recruitment by human PPARgamma | P37231 | PPARgamma LBD-SRC-2 recruitment, biochemical | activation, % at 8 µM | actives 0.34% (n = 200,000); in the data active = activation above about 22%;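 note: 0% = vehicle and 100% = reference agonist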
bIAP inhibitor – intestinal alkaline phosphatase (bovine) inhibition; purified bovine IAP, CDP-star luminescence, 30 min; inhibition, % at 20 µM; 190,000 tested, under 10 active;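 active = over 50% inhibition of intestinal alkaline phosphatase at 20 µM in the single-dose screen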
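System: purified bovine intestinal alkaline phosphatase (IAP) enzyme; Input: IAP diluted 1/65,000,000 in the well; Measured by: CDP-star luminescence signal; Compound dosing: 20 µM single dose; Incubation: 30 min reaction at room temperature.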
TNAP inh hi DEA – inhibitors of human TNAP at high phosphate acceptor concentration; P05186; purified TNAP, CDP-star luminescence, 1 M DEA; inhibition, % at 20 µM; actives 0.03% (n = 200,000); AID 1135;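 active = over 50% inhibition of tissue-nonspecific alkaline phosphatase at 20 µM in the single-dose screen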;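 note: plate controls were DMSO wells for no effect and EDTA-quenched wells as full inhibition for full effect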
PPARg SRC1 recr – promotes SRC-1 coactivator recruitment by human PPARgamma; P37231; PPARgamma-SRC-1 coactivator recruitment biochemical assay; activation, % at 8 µM; actives 0.41% (n = 200,000); AID 631; in the data active = activation above about 19%;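 note: 0% = DMSO and 100% = reference agonist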
TNAP inh noacc – blocks human TNAP activity with no phosphate acceptor present; actives 0.26% (n = 200,000); purified TNAP, CDP-star luminescence, 30 min; P05186; AID 1012; inhibition, % at 20 µM;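 active = tissue-nonspecific alkaline phosphatase inhibition above about 50% at 20 µM in the single-dose screen, limit read from the data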;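 note: 0% = DMSO negative control and 100% = EDTA positive control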
bIAP activator – increases bovine intestinal alkaline phosphatase activity; purified bovine IAP, CDP-star luminescence, 30 min; active compounds read high; fold of DMSO-control signal, blank-subtracted; activation factor at 20 µM; actives 0.17% (n = 200,000);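 active = activation factor of 2 or more at 20 µM, a signal rise over negative controls twice the positive control's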
Efa HMGR inh – E. faecalis class II HMG-CoA reductase inhibition | purified E. faecalis HMGR, NADPH absorbance 340 nm kinetic | inhibition, % at 10 µM | actives 0.41% (n = 190,000);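 active = inhibition above a set limit, the median over all tested compounds plus 3 SD, cut at about 9.5% in these data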;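 note: enzyme runs in reverse so mevalonate oxidation gives rising NADPH absorbance; 0% = complete reaction with DMSO and 100% = background rate lacking mevalonate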
SRC2 TRFRET art – counter-screen for PPARgamma SRC-2 recruitment agonists: TR-FRET artefact; active compounds read high; TR-FRET ratio at 8 µM; actives 0.4% (n = 200,000); in the data active = TR-FRET ratio above about 2000; note: inactives centre near 1500
* = called active by the depositor; nt = no result given.

SMILES	PPARg SRC3 recr	TNAP act hi DEA	PPARg SRC2 recr	bIAP inhibitor	TNAP inh hi DEA	PPARg SRC1 recr	TNAP inh noacc	bIAP activator	Efa HMGR inh	SRC2 TRFRET art
COc1ccc(-c2nnn(CC(=O)N(CCCN3CCOCC3)C(C(=O)NC3CCCC3)c3ccc(C)o3)n2)cc1 (stereo not drawn)	-8.4	1	-3.2	-55.7	-4.9	-6.0	-17.4	1.6	1.9	1405
Cc1ccc(S(=O)(=O)CCSc2nc(C)cc(C)c2C#N)cc1	8.1	1	15.2	6.8	1.2	2.6	-3.3	0.9	-0.8	1591
CC(/C=C/c1ccccc1F)=N\NC(=O)c1ccc(Cl)cc1	7.8	1	-2.6	23.1	-1.8	-3.4	-5.8	0.8	-5.0	1508
CS(=O)(=O)c1ccc2nc(NC(=O)Oc3ccccc3)sc2c1	3.3	1	1.2	1.5	2.0	6.0	-0.6	1	-8.2	1432
Cc1ccc(OCCNC(=O)C2CCCCC2)cc1	2.9	1	-8.0	-19.6	-3.8	2.2	-3.8	1.2	-4.0	1496
COC(=O)CSc1nccc(C)n1	-1.9	1.1	-3.8	4.5	-5.2	2.1	-11.0	1	-1.3	1451
O=C(N/N=C\c1cn[nH]c1-c1ccccc1)c1ccc([N+](=O)[O-])cc1	0.9	1	6.1	7.5	-3.3	-2.4	-12.9	0.9	-0.5	1473
O=C(NCCc1ccccc1)C(c1cccs1)N(C(=O)c1csnn1)C1CC1 (stereo not drawn)	4.7	1.1	5.5	-1.8	-6.8	9.5	-6.5	1	-1.6	1833
Oc1ccc(C2N=C(c3ccccc3)NC(c3ccccc3)=N2)cc1	-1.0	1	1.8	3.9	2.5	-2.6	3.9	1	-4.0	1515
CC(=O)N1c2ccc([N+](=O)[O-])cc2NC(=O)CC1C (stereo not drawn)	-0.7	1	-4.5	-2.6	-2.5	-4.7	13.0	1	1.7	1689
CN(c1cccc(NC(=O)c2ccc(Cl)c(S(=O)(=O)Nc3ccccc3)c2)c1)S(C)(=O)=O	7.9	1	3.8	-8.4	2.0	7.6	-1.5	1.1	-1.5	1432
COc1ccccc1NC(=O)N1CCCC1C(=O)Nc1nnc(C(C)C)s1 (stereo not drawn)	-0.2	1.1	8.3	8.4	-5.7	0.2	-12.4	0.9	-0.6	1509
CS(=O)(=O)N1N=C(c2ccco2)CC1c1ccc(Cl)cc1Cl (stereo not drawn)	5.3	1	6.5	7.4	-2.2	14.3	0.7	0.9	-1.1	1821
Cc1ccc(CNC(=O)c2ccc3c(=O)n(CCCN4CCCC4=O)c(=S)[nH]c3c2)cc1	-0.5	1	1.0	-3.2	-2.9	3.6	-10.5	1	0.1	1458
COc1cccc(NC(=O)CSCC(=O)O)c1	-11.5	1.1	-6.3	14.4	-5.7	-4.5	-14.2	0.9	-5.5	1425
NCCCC[C@H]1CNC(=S)N1CCc1cc(C(F)(F)F)cc(C(F)(F)F)c1	5.7	1	11.5	nt	-1.5	13.6	-1.5	0.4	-4.6	1772
CCOC(=O)COn1c(=O)c(-c2ccco2)[n+]([O-])c2ccccc21	13.0	1	8.6	2.8	4.7	15.3	-3.6	1	2.3	1534
O=C(CSc1nnc(-c2ccccc2)c(-c2ccccc2)n1)N1CCc2ccccc21	8.0	1	11.8	-6.4	-2.6	-2.3	-4.9	1.1	-1.1	1530
COc1ccc(CNc2oc(-c3cccc4ccccc34)nc2P(=O)(OC)OC)cc1	2.9	1	2.1	-22.9	-0.3	-1.0	-4.7	1.2	-10.1	1473
COc1cccc2c(=O)c(SC(F)(F)C(F)C(F)(F)F)c(C)[nH]c12 (stereo not drawn)	1.4	1	-0.7	4.6	-2.4	7.5	-14.4	1	1.5	1619
COc1cc(SC)ccc1C(=O)Nc1ccccc1C#N	7.4	1	6.4	8.8	-4.2	-0.4	-10.3	0.9	1.2	1480
Cc1cc2c(=O)n(Cc3ccco3)c(SCC(=O)N3CCCc4ccccc43)nc2s1	-1.4	1.1	6.5	8.6	-6.0	0.0	-2.6	0.9	0.4	1673
CC1=C(C(N)=O)C(c2ccc(C)o2)C(C(N)=O)=C(C)N1	9.4	1	-8.9	7.7	0.6	-0.3	-7.0	0.9	3.0	1360
Cc1cc(C)nc(NC(=O)/C=C/c2cccs2)c1	-12.2	1.1	-6.6	13.1	-5.4	-12.9	2.4	0.9	-1.7	1472
Cc1[nH]nc(N)c1-c1ccc(Cl)cc1	0.1	1.1	-13.0	-3.8	-6.3	4.7	-19.7	1	0.5	1469

Random excerpt: 3 compounds from above
SMILES	PPARg SRC3 recr	TNAP act hi DEA	PPARg SRC2 recr	bIAP inhibitor	TNAP inh hi DEA	PPARg SRC1 recr	TNAP inh noacc	bIAP activator	Efa HMGR inh	SRC2 TRFRET art
COc1ccccc1NC(=O)N1CCCC1C(=O)Nc1nnc(C(C)C)s1 (stereo not drawn)	-0.2	1.1	8.3	8.4	-5.7	0.2	-12.4	0.9	-0.6	1509
COc1ccc(CNc2oc(-c3cccc4ccccc34)nc2P(=O)(OC)OC)cc1	2.9	1	2.1	-22.9	-0.3	-1.0	-4.7	1.2	-10.1	1473
O=C(CSc1nnc(-c2ccccc2)c(-c2ccccc2)n1)N1CCc2ccccc21	8.0	1	11.8	-6.4	-2.6	-2.3	-4.9	1.1	-1.1	1530

Carrying on.
SMILES	PPARg SRC3 recr	TNAP act hi DEA	PPARg SRC2 recr	bIAP inhibitor	TNAP inh hi DEA	PPARg SRC1 recr	TNAP inh noacc	bIAP activator	Efa HMGR inh	SRC2 TRFRET art
CCN(C(=O)Cn1cnc2cc([N+](=O)[O-])ccc2c1=O)C1CCS(=O)(=O)C1 (stereo not drawn)	-2.2	1.1	-3.7	-7.5	-7.5	2.5	-12.1	1.1	-1.6	1664
Cc1ccc(CS(=O)(=O)Cc2ccc(C(=O)NCC3CCCO3)o2)cc1 (stereo not drawn)	-7.4	1	-0.9	-0.6	-2.9	2.9	-1.5	1	-2.1	1495
FC(F)(F)c1nc2ccccc2nc1N/N=C/c1ccc(Cl)cc1	3.1	0.9	0.3	-4.2	6.4	-0.3	3.8	1	1.5	1511
CCOc1ccccc1NC(=O)c1ccc([N+](=O)[O-])cc1	5.5	1	5.2	3.8	-4.9	4.2	-8.9	1	-4.8	1520
CCN(CC)c1ccc(/C=N/NC(=O)CCC(=O)NCc2ccccc2)c(O)c1	6.5	1	8.9	4.3	2.0	2.3	-66.4	1	-0.9	1675
Cc1nnc(SCC(=O)Nc2ccccc2C(=O)NC2CC2)s1	2.2	1	1.5	12.9	-0.1	3.2	-12.6	0.9	-6.0	1552
CCOC(=O)C1C(=O)NC(c2ccccc2)=NC1c1ccc(Cl)cc1 (stereo not drawn)	2.1	1	-10.2	9.4	-4.7	-2.3	-8.5	0.9	3.6	1576
CCOC(=O)Cc1csc(NC(=O)c2cccnc2)n1	-10.0	1	0.1	3.6	1.2	-0.7	-27.6	1	-4.0	1372
COc1ccc(C(=O)NNC(=O)CCn2nnc(-c3ccc(C)cc3)n2)cc1OC	4.8	1	7.1	-21.3	-0.3	-2.3	-39.5	1.2	0.4	1639
CCCCn1c(N)c(N2CCOCC2)c(=O)n(CC(=O)NCCc2ccccc2)c1=O	0.1	1	5.8	-6.5	-4.1	-5.2	-15.4	1.1	-0.2	1420
CS(=O)(=O)Nc1ccc(C(=O)NC2CCCC2)cc1	3.1	1	4.2	-5.8	2.4	-0.3	5.8	1.1	-0.1	1624
CCSc1nc2[nH]ncc2c(=O)[nH]1	5.7	1.1	5.3	-1.3	-7.2	0.1	-5.5	1	0.9	1642
COc1cc(C(=O)OCC(=O)Nc2sccc2C(N)=O)cc(OC)c1OC	0.6	1	2.8	-10.1	1.5	6.4	-8.2	1.1	-3.4	1539
CN(C)c1nc(C(N)=O)nc(N2CCOCC2)n1	-11.8	1.1	-4.8	3.4	-8.9	-7.9	-14.3	1	-1.5	1168
CCOC(=O)C(C)Sc1nnc(Cc2cc(=O)[nH]c(=O)[nH]2)n1-c1ccc(Cl)cc1 (stereo not drawn)	-0.6	1	-2.7	nt	-0.9	-1.8	-3.3	0.4	-8.6	1530
Cc1cccc(CS(=O)(=O)Cc2ccc(C(=O)NCCCN3CCCC3)o2)c1	-1.8	0.9	-2.5	-1.9	5.6	0.2	-11.1	1	2.4	1355
Cc1ccc(CNC(=O)C2CCCN(c3nc4ccsc4c(=O)s3)C2)cc1 (stereo not drawn)	-0.2	1.1	8.0	8.1	-5.8	6.5	-6.7	0.9	-7.2	1492
COc1cc(NC(=O)c2ccccc2)c(OC)cc1NC(=O)CN1CCCCC1	14.6	1	-1.6	-5.1	-2.6	-2.5	-8.1	1.1	4.8	1344
COCCCN(C(=S)Nc1cc(C)cc(C)c1)C(C)c1ccncc1 (stereo not drawn)	1.0	1	-0.8	21.9	-4.7	5.9	-6.5	0.8	-1.9	1498
O=C(NNC(=O)c1ccncc1)Nc1ccc([N+](=O)[O-])cc1	-0.5	1	2.0	-17.1	-0.5	-1.8	-4.3	1.2	-5.5	1683
COc1ccc(C(=O)/C=C/C(=O)N(Cc2ccc3c(c2)OCO3)C(C(=O)NC2CCCCC2)c2ccncc2)c(O)c1 (stereo not drawn)	0.2	1	-2.1	-7.9	2.2	-0.3	-3.3	1.1	0.6	1397
Cc1ccc(S(=O)(=O)N=S(CCO)CCO)cc1	-0.9	1	6.0	-2.6	-1.8	3.8	-2.8	1	1.2	1538
Cc1ccc(NC(=O)c2cc(S(=O)(=O)N3CCCCC3)ccc2N2CCOCC2)cc1F	-11.0	1	-0.6	1.4	-1.3	1.0	-0.6	1	-0.7	1562
OCC1(c2cc(C(F)(F)F)n[nH]2)CCCCC1	-4.3	1	7.3	5.3	-0.6	1.9	-5.3	0.9	-2.8	1585
COc1ccc(C)cc1NC(=O)CN1CCN(CC(=O)Nc2ccccc2F)CC1	3.2	1	3.8	8.9	-1.0	6.5	0.4	0.9	-0.1	1767
Remaining list, next part:
SMILES	PPARg SRC3 recr	TNAP act hi DEA	PPARg SRC2 recr	bIAP inhibitor	TNAP inh hi DEA	PPARg SRC1 recr	TNAP inh noacc	bIAP activator	Efa HMGR inh	SRC2 TRFRET art
Cc1noc(C)c1CSc1nnc(-c2cc(Cl)ccc2Cl)n1N	-4.9	1.1	-0.6	4.1	-7.4	-1.4	-10.3	1	-4.5	1517
COc1ccc(S(=O)(=O)Nc2cc(C)on2)cc1OC	0.8	1	-3.5	-0.8	-4.8	7.3	-11.1	1	8.1	1556
Cc1csc(SCC(=O)Nc2c(C)n(C)n(-c3ccccc3)c2=O)n1	0.7	1	-0.3	9.3	-3.2	-0.9	-10.9	0.9	-6.7	1344
CCC(C)NS(=O)(=O)c1cccs1 (stereo not drawn)	-1.7	1	8.1	9.7	0.1	5.7	-7.4	0.9	-0.9	1740
CCc1ccccc1NC(=O)C1NC(=O)CC1c1ccccc1 (stereo not drawn)	4.3	1.1	0.6	10.7	-7.9	0.4	-12.8	0.9	-3.2	1822
Cc1ccccc1NC(=O)NC(N)=O	5.3	1	-3.3	-3.9	2.0	8.1	-9.6	1	4.9	1573
O/N=C/CCn1c(=S)sc2ccccc21	4.6	1.1	-11.6	14.5	-6.4	10.1	-11.4	0.9	-3.9	1607
CC(=O)N/N=C(\C)c1ccc(Br)cc1Br	-1.5	1	-4.4	-3.1	-2.8	-9.1	-2.0	1	-2.5	1481
Cc1cc(N2CCN(C)CC2)nc2ccc(NC(=S)N3CCCCCC3)cc12	3.8	1.1	3.8	-19.5	-8.7	-0.1	3.6	1.2	-3.4	1637

Rows were taken by chance; about 1.6% have a hit in one of these screens.
